Screens as filed in PubChem.
CHX counter: counter-screen for Shiga toxin inhibitors: cycloheximide protein synthesis inhibition | cell reporter, cycloheximide protein synthesis inhibition counterscreen | max response, % | 12% of 300,000 active; in the data active = max response mostly above about 13%, no sharp cut-off; inactive = mostly below about 14%; also: read at 38.3 µM for the half of the compounds with a filed dose; 0% is about no effect
LmPK inh: blocks Leishmania mexicana pyruvate kinase activity | Q27686 | 0.37% of 290,000 active | Potency, µM (series often up to 57.5 µM), for inactives: at the top dose activity change, negative = inhibition, most hits filed as inhibitors | AID 1721 | purified LmPK, Kinase-Glo ATP luminescence, 1 h; also: potency is read from the fitted curve at half-maximal effect; % is scaled to controls: 0 for no effect and ±100 for the full control effect
Target sequence (Q27686 whole entry, looked up): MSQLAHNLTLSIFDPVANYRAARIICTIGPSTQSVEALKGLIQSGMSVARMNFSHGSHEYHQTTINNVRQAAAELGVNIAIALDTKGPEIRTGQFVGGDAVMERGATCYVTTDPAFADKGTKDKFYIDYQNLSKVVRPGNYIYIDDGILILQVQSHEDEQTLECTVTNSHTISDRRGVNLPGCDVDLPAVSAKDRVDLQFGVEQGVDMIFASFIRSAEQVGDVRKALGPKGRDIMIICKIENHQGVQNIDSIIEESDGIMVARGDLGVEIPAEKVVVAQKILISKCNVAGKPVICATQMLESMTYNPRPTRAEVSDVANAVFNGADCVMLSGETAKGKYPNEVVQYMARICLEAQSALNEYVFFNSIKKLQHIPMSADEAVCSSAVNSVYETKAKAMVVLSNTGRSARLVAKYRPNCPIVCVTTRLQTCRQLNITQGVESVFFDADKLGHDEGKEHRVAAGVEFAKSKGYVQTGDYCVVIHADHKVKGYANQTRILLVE
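qHTS format; LmPK 0.1 nM; substrates PEP 0.5 mM and ADP 0.1 mM. One-hour room-temperature incubation, then coupled luciferase luminescence; 0.5 nM enzyme wells mark activation.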
Pf growth 96h: P. falciparum growth inhibition at 96 hours; P. falciparum luciferase reporter growth, 96 h; AID 504834; 6.9% of 320,000 active; Potency, µM (series often up to 28.7 µM), inactives show top-dose activity change, negative = inhibition, most hits filed as inhibitors; also: potency is read from the fitted curve at half-maximal effect; % is scaled to controls: 0 for no effect and ±100 for the full control effect
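Infected RBCs, 2% Hct / 0.05% parasitemia final; luciferase-reporter P. falciparum; cpd 96 h, 37 C, 5% CO2; luciferase detection reagent; luminescence.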
Tb PYK inh: T. brucei pyruvate kinase inhibition; Q57TT1; TbPYK enzyme, Kinase-Glo Plus ATP luminescence, 45 min; Potency, µM (series often up to 76.8 µM), for inactives: at the highest dose activity, negative = inhibition, most hits filed as inhibitors; 0.12% of 410,000 active; AID 624173; also: potency is read from the fitted curve at half-maximal effect; % is scaled to controls: 0 for no effect and ±100 for the full control effect; nearly all actives have a fitted effect of over 50% in size
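Screened from lowest to highest concentration, compounds were pinned into TbPYK/substrate mixtures, and ADP (130 uM final) was added. Plates sat at room temperature for 45 min prior to Kinase-Glo Plus detection by luminescence.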
Shiga toxin inh: blocks Shiga toxin action in Vero cells. inhibition, % at 38.7 µM. Vero cells, Shiga toxin protein synthesis inhibition reporter. AID 2315. 9.2% of 290,000 active; in the data active = inhibition mostly above about 28%, no sharp cut-off; inactive = mostly below about 43%; also: 0% is about no effect
Pf growth 48h: P. falciparum growth inhibition at 48 hours (one generation) | P. falciparum luciferase growth in erythrocytes, 48 h | Potency, µM (series often up to 28.7 µM), for the others: at the top dose activity change, negative = inhibition, usual class: inhibitors | 5.9% of 310,000 active | AID 504832; also: potency is read from the fitted curve at half-maximal effect; % is scaled to controls: 0 for no effect and ±100 for the full control effect
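Luciferase-expressing parasites in RBCs, 2% Hct / 0.1% parasitemia final; RPMI 1640 + 0.5% Albumax; 37 C, 5% CO2, one generation; luminescence read-out, lower signal = inhibition.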
HCV inh: blocks hepatitis C virus | AID 651820 | 3.4% of 340,000 active | Potency, µM (highest dose often 41.8 µM), without a hit: at the top dose activity change, negative = inhibition, actives largely listed as inhibitors | Huh7.5.1 HCVcc-Cre infection, luciferase reporter, 44 h; also: potency is read from the fitted curve at half-maximal effect; % is scaled to controls: 0 for no effect and ±100 for the full control effect
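HCVcc-Cre virus at an moi near 0.5 was added right after compound to cells cultured 4 h from seeding (1,000 cells/well). Luciferase activity was determined 44 h later, 15 min after substrate addition at RT.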
An asterisk follows results filed as active; ? = inconclusive; nt = no result given; & = joins results of further samples; [ ] = dose if it differs, or a comment. Unless noted, calls follow the shape of the dose curve; as a rule, active = well fitted curve in the direction sought with a large enough effect; inconclusive = small, poorly fitted or top-dose-only effect, or another doubt; inactive = no such curve, though single readings can be large; an effect the other way counts as inactive or inconclusive. An unsorted share of the library; any-hit rate near 24%.

#1 Cc1ccc(S(=O)(=O)N(C)C)cc1NC(=O)C(C)[N+]12CCN(CC1)CC2 (configuration not stated)
#2 O=C(NCc1ccccc1Cl)c1ccc2nnsc2c1
#3 CCOc1ccc(NC(=O)CSc2nncn2C)cc1
#4 Cc1cc(S(=O)(=O)N2CCN=C2c2ccccc2)c(C)cc1Cl
#5 C[C@H](NC(=O)c1nc[nH]c1C(=O)N[C@@H](Cc1ccccc1)C(=O)OCc1ccccc1)c1ccccc1
Compound	1	2	3	4	5
CHX counter	1	16	3	-1	-3
LmPK inh	1%	3%	5%	3%	9%
Pf growth 96h	9%	-5%	31%[activator]	?	-3%
Tb PYK inh	5%	-6%	6%	-6%	-5%
Shiga toxin inh	-9	10	-2	-16	2
Pf growth 48h	2%	10%	nt	-29%	?
HCV inh	-5%	-23%	28%	12%	-8%

#6 O=C1OC(Nc2nc(-c3ccc(F)cc3)cs2)c2ccccc21 (configuration not stated)
#7 COc1ccc2oc(=O)c(C(C)=O)cc2c1
#8 NNC(=O)CCc1nc2ccc(O)cc2[nH]1
#9 CC1CCCCC1NCC(=O)Nc1ccccc1-c1ccccc1 (configuration not stated)
#10 O=C(COc1ncnc2ccc(Br)cc12)NCc1ccco1
Compound	6	7	8	9	10
CHX counter	7	-2	-2	-4	-3
LmPK inh	8%	-3%	6%	-5%	4%
Pf growth 96h	?	-24%	19%	15µM*	65%[activator]
Tb PYK inh	-1%	0%	5%	3%	-1%
Shiga toxin inh	16	-2	1	-6	-4
Pf growth 48h	?	nt	-6%	?	0%
HCV inh	-7%	22%	-2%	-7%	-15%

#11 Cc1c(O)ccc(-c2[nH]ncc2-c2nc3ccccc3s2)c1O
#12 CS(=O)(=O)Cc1cccc(C(=O)NN(c2ccccc2)c2ccccc2)c1
#13 Cc1sc2ncnc(N3CCC(C(=O)N(C)CC(=O)Nc4ccc(Cl)c(C(F)(F)F)c4)CC3)c2c1C
#14 O=c1[nH]c(CN2CCC(c3nc4ccccc4s3)CC2)nc2sc3c(c12)CCC3
#15 CC(=O)CCc1ccccc1
Compound	11	12	13	14	15
CHX counter	2	-4	nt	-1	nt
LmPK inh	9%	7%	nt	0%	nt
Pf growth 96h	nt	1%	?	34%[activator]	23%
Tb PYK inh	4%	-3%	-6%	nt	1%
Shiga toxin inh	-15	7	nt	-7	nt
Pf growth 48h	-13%	-12%	9.3µM*	21%	?
HCV inh	?	9%	8.9µM*	nt	4%

#16 CNC(=O)NC(=O)C(C)N1CCN(C/C=C/c2ccccc2)CC1 (configuration not stated)
#17 CCCCn1c(CN2CCN(C(=O)OCC)CC2)nc2c1c(=O)[nH]c(=O)n2C
#18 O=C(c1cnn(C(=O)c2cccc(S(=O)(=O)N3CCOCC3)c2)c1)c1ccccc1O
#19 CC(C)(CNc1ccc([N+](=O)[O-])cc1Cl)N1CCOCC1
#20 CCOc1ccc(-n2c(N)c(C(=O)NCC3CCCO3)sc2=S)cc1 (configuration not stated)
Compound	16	17	18	19	20
CHX counter	1	0	2	-6	-1
LmPK inh	-2%	-1%	-2%	3%	-1%
Pf growth 96h	9%	?	-1%	?	-4%
Tb PYK inh	5%	-3%	-6%	-4%	-26%
Shiga toxin inh	-6	-24	-7	-6	-14
Pf growth 48h	-5%	1%	21%	-12%	8%
HCV inh	3%	13%	21%	-3%	7%

#21 Cc1ccccc1C(=O)Nc1ccc(S(=O)(=O)N2CCOCC2)cc1
#22 COC(=O)C1CN(S(=O)(=O)c2ccc(C)cc2)CCN1S(=O)(=O)c1ccc(C)cc1 (configuration not stated)
#23 CN(C)[C@@H]1C(=O)C(C(N)=O)=C(O)[C@@]2(O)C(=O)C3=C(O)c4c(O)ccc(Cl)c4[C@@](C)(O)[C@H]3C[C@@H]12
#24 c1ccc(Cc2nnc3sc(-c4ccc5c(c4)OCCO5)nn23)cc1
#25 CCOC(=O)c1sc(=NC(=O)/C=C/c2ccccc2)n(C)c1C
Compound	21	22	23	24	25
CHX counter	-1	-2	-3	36*	38*
LmPK inh	1%	0%	-1%	6%	-3%
Pf growth 96h	15%	21%	-26%	1%	92%[activator]
Tb PYK inh	-2%	-9%	-6%	-18%	-16%
Shiga toxin inh	-3	38	-7	56	68*
Pf growth 48h	-16%	?	?	nt	65%[activator]
HCV inh	?	4%	0.89µM*	14%	1%

#26 COC1CCCCC1NS(=O)(=O)c1ccccc1 (configuration not stated)
#27 CCN1CCN(CCC2Oc3cc([N+](=O)[O-])ccc3NC2=O)CC1 (configuration not stated)
#28 COC(=O)C1=C(c2ccccc2OCc2ccccc2)C[C@@H]2CC[C@H]1N2C(=O)NCc1ccc(OC)c(OC)c1
#29 CC(NC(=O)Cc1ccccc1)C(=O)O (configuration not stated)
#30 Cc1c(C(=O)NCC2CCCO2)cccc1[N+](=O)[O-] (configuration not stated)
Compound	26	27	28	29	30
CHX counter	-2	-3	nt	nt	-1
LmPK inh	-4%	4%	nt	nt	-3%
Pf growth 96h	27%	-25%	?	?	-10%
Tb PYK inh	-7%	3%	-9%	-1%	-5%
Shiga toxin inh	-8	-12	nt	nt	-2
Pf growth 48h	41%[activator]	27%	13µM*	-1%	-6%
HCV inh	20%	1%	?	11%	21%

#31 Cc1ccc2c(c1)C(c1ccccc1)N(C(=O)c1ccc(Br)cc1)CC(=O)N2 (configuration not stated)
#32 CN(Cc1ccccc1)C(=C(Cl)Cl)/C(=C1/NCCN1Cc1ccc(Cl)nc1)[N+](=O)[O-]
#33 Cc1cc(C)c(S(=O)(=O)N2CCN(c3ccccn3)CC2)c(C)c1
#34 Cn1c(=O)oc2cc(S(=O)(=O)NC3CCCCCCC3)ccc21
#35 O=S(=O)(c1ccc(Br)cc1)N1CCN=C1SCc1cccnc1
Compound	31	32	33	34	35
CHX counter	-4	-4	nt	-6	-9
LmPK inh	0%	7%	nt	1%	14%[11.5 µM]
Pf growth 96h	-19%	9.3µM*	?	?	18%
Tb PYK inh	-1%	-5%	-2%	-4%	-3%
Shiga toxin inh	-8	-15	nt	-7	-11
Pf growth 48h	0%[0.00184 µM]	nt	-12%	3%	-3%
HCV inh	?	3%	-3%	5%	14%

#36 CCOc1ccc(N2C(=O)/C(=C/c3ccc(C)o3)C(=O)NC2=S)cc1
#37 COc1ccccc1C(N)=S
#38 Cc1cccc(C)c1N(CC(=O)NCc1ccc(F)cc1)C(=O)c1csnn1
#39 Cc1cccc(NC(=O)C23CCC(C)(/C(=N/O)C2)C3(C)C)c1 (configuration not stated)
#40 CCOC(=O)C(NC(=O)NCc1cccc(C(F)(F)F)c1)(OCC)C(F)(F)F (configuration not stated)
Compound	36	37	38	39	40
CHX counter	6	-2	6	-2	-2
LmPK inh	13%	-5%	6%	3%	7%
Pf growth 96h	161%[activator]	18%	?	40%[activator]	?
Tb PYK inh	?	0%	3%	1%	2%
Shiga toxin inh	nt	10	10	-4	-3
Pf growth 48h	-2%	13%	-15%	50%	-2%
HCV inh	-5%	7%	8%	10%	11%

#41 O=C(NCC(=O)N(CC1CCCO1)C1(C(=O)NC2CCCCC2)CCCCC1)c1ccccc1 (configuration not stated)
#42 Cc1ccc(C(=O)Nc2c(C)n(C)n(-c3ccccc3)c2=O)cc1
#43 COc1ccc(N2CCN(C(c3ccc4ncccc4c3)c3nnnn3C(C)C)CC2)cc1 (configuration not stated)
#44 CCN(CC)C(=O)C1=C(C)Nc2nnnn2C1c1cccnc1 (configuration not stated)
#45 O=C(NCCC1=CCCCC1)c1ccc(=O)oc1
Compound	41	42	43	44	45
CHX counter	-6	1	2	-8	-3
LmPK inh	0%	-2%	2%	1%	1%
Pf growth 96h	?	-11%	-16%	nt	?
Tb PYK inh	-1%	-5%	9%	-5%	6%
Shiga toxin inh	-12	-10	-23	-6	-3
Pf growth 48h	nt	17%	-26%	-1%	7%
HCV inh	-2%	11%	-6%	6%	12%

#46 O=C(NCc1cccnc1)C1CCCCN1S(=O)(=O)c1ccc(F)cc1 (configuration not stated)
#47 COc1ccc(NC(=O)CSCC(=O)Nc2ccccc2N2CCCCC2)cc1
#48 O=C(/C=C/c1ccco1)NC(=S)Nc1cc(C(F)(F)F)ccc1N1CCOCC1
#49 O=C(NC1CC2CCCC(C1)N2Cc1ccccc1)c1cccc(Cl)c1 (configuration not stated)
#50 CC1(C)N([O-])C2=C(CCCC2)[N+]1=O
Compound	46	47	48	49	50
CHX counter	-3	nt	-1	7	11
LmPK inh	0%	nt	1%	5%	1%
Pf growth 96h	33%[activator]	?	?	14%	-1%
Tb PYK inh	-2%	-2%	-4%	0%	-5%
Shiga toxin inh	-14	nt	-9	5	11
Pf growth 48h	-2%	?	0%	?	6%
HCV inh	7%	-8%	30%[activator]	-7%	23%

#51 Cc1cccc(NC(=O)c2cc3c(=O)n4ccccc4nc3n(CC(C)C)c2=N)c1
#52 COCCCNC(=O)CN(c1cc([N+](=O)[O-])ccc1OC)S(C)(=O)=O
#53 CC(=O)Nc1ccc(NCc2ccc(C)s2)cc1
#54 O=C(CN(C(=O)Cn1nnc(-c2ccccc2F)n1)c1cccc2c1CCCC2)NCc1ccccc1
#55 CC1CC(C)CN(CCCCOc2ccc([N+](=O)[O-])cc2)C1 (configuration not stated)
Compound	51	52	53	54	55
CHX counter	-6	-1	21*	-3	1
LmPK inh	7%[11.5 µM]	2%	0%	5%	-9%
Pf growth 96h	?	95%[activator]	?	?	?
Tb PYK inh	2%	-1%	-4%	-1%	4%
Shiga toxin inh	-14	-11	50*	1	-13
Pf growth 48h	1%	37%[activator]	67%[activator]	?	-15%
HCV inh	3%	18%	3%	-17%	-6%

#56 COc1cc(-c2nnc(SCC(=O)O)n2-c2ccccc2)cc(OC)c1OC
#57 COc1cc(C(CC(=O)N2CCN(c3ccccc3)CC2)c2c(OC)cc(OC)c3ccc(=O)oc23)cc(OC)c1OC (configuration not stated)
#58 OCCCNc1cc(-c2ccnc(Nc3cccc(Cl)c3)n2)ccn1
#59 NC(=O)CSc1nnc(COc2ccccc2)n1C1CCCCC1
#60 Cc1ccc(NS(=O)(=O)c2coc(C(N)=O)c2)cc1F
#61 CCCCCn1c(C(Cc2ccccc2)NC(C)=O)nc2ccccc21 (configuration not stated)
Compound	56	57	58	59	60	61
CHX counter	-3	1&-5	23*	-1	3	-3
LmPK inh	0%	1%	-1%	2%	0%	7%
Pf growth 96h	?	4.7µM*	0.41µM*	-8%	41%[activator]	?
Tb PYK inh	10%	3%	-3%	4%	3%	-4%
Shiga toxin inh	nt	-2&-3	37*	-30	-6	-8
Pf growth 48h	32%[activator]	5.9µM*	0.74µM*	-19%	6%	?
HCV inh	8%	?	2µM*	15%	9%	17%

In the list so far, these contain an NH in an aromatic ring.
#5 C[C@H](NC(=O)c1nc[nH]c1C(=O)N[C@@H](Cc1ccccc1)C(=O)OCc1ccccc1)c1ccccc1
#8 NNC(=O)CCc1nc2ccc(O)cc2[nH]1
#11 Cc1c(O)ccc(-c2[nH]ncc2-c2nc3ccccc3s2)c1O
#14 O=c1[nH]c(CN2CCC(c3nc4ccccc4s3)CC2)nc2sc3c(c12)CCC3
#17 CCCCn1c(CN2CCN(C(=O)OCC)CC2)nc2c1c(=O)[nH]c(=O)n2C
Compound	5	8	11	14	17
CHX counter	-3	-2	2	-1	0
LmPK inh	9%	6%	9%	0%	-1%
Pf growth 96h	-3%	19%	nt	34%[activator]	?
Tb PYK inh	-5%	5%	4%	nt	-3%
Shiga toxin inh	2	1	-15	-7	-24
Pf growth 48h	?	-6%	-13%	21%	1%
HCV inh	-8%	-2%	?	nt	13%
